Cneo AK release: Cryptococcus neoformans lysis via adenylate kinase release; C. neoformans lysis, adenylate kinase release luminescence, 4 h; normalised: neutral wells 0, clomiphene wells 100; lysis activity, % at 15 µM; 0.2% of 360,000 active; AID 651654;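 active = mean lysis activity across replicates of at least 80%, whatever share of replicates individually reach that level; inactive = mean lysis activity below 80%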
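Material – Cryptococcus neoformans yeast cells · Quantity – 5 × 10^6 yeast cells/mL · Buffer or medium – YPD medium · Compound – single dose · Timing – 4 h static compound exposure, 37 °C, read 1 h post-reagent · Signal – adenylate kinase release luminescence · Read-out basis – lysis from increased AK signal · Benchmarks – Clomiphene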
FN deposit inh: fibronectin deposition inhibition; AH1F fibroblasts, Alexa488-fibronectin deposition fluorescence, overnight; inhibition, % at 12.6 µM; 0.086% of 350,000 active; AID 743247;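 active = mean inhibition across replicates of 30% or more, regardless of how many single replicates reach that level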;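 also: positive control wells lacked labelled fibronectin entirely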
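Material – AH1F fibroblast monolayer, labelled fibronectin deposition · Reagent – labelled fibronectin 24 nM · Timing – 1 h adhesion, overnight exposure · Measured by – fluorescence at 485 nm excitation, 525 nm emission · Read-out – inhibition of fibronectin deposition signal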
EWS-Fli block: blocks EWS/Fli oncoprotein-driven transcription | AID 651661 | 0.67% of 350,000 active | inhibition, % at 12.6 µM | A673 NR0B1-luciferase reporter, viability-normalised;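 active = mean inhibition of at least 50% after viability correction, with every replicate also passing that limit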;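 also: firefly luciferase signal divided by Alamar Blue viability fluorescence both relative to DMSO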
miR-122 sensor: blocks miR-122 activity in Huh7 sensor cells; 0.3% of 340,000 active; Huh7 miR-122 Renilla luciferase sensor, 48 h; neutral wells = 0, positive control = 100; activation (reporter increase), % at 12.5 µM; AID 602342;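 active = mean replicate activation score at least 90 and every replicate individually at or above 90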;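 also: higher luciferase means less miR-122 activity so hits act as miR-122 inhibitors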
CASP6 VEID inh: caspase-6 (human) enzyme inhibition; P55212; purified caspase-6, Z-VEID-R110 cleavage fluorescence; inhibition, % at 12.5 µM; 0.53% of 350,000 active; AID 686996;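 active = mean inhibition across replicates at least about 35%, with every replicate also reaching that limit, limit read from the data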;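 also: 0% = median of neutral control wells and 100% = no fluorescence left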
Target sequence (P55212 24-179 limits assumed): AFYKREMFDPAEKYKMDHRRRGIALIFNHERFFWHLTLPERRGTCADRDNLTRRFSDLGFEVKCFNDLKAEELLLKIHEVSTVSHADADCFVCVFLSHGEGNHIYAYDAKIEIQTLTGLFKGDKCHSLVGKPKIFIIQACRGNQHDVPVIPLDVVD
Target sequence (P55212 194-293 limits assumed): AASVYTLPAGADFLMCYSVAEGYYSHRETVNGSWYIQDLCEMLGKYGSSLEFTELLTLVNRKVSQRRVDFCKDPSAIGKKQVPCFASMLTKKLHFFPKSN
PGC1a acetyl inh: PGC1a acetylation modulation, inhibitor mode; U2OS PGC1a acetylation, AlphaScreen anti-acetyl-lysine; with virally co-expressed GCN5 acetyltransferase; inhibition, % at 15.6 µM; 0.17% of 350,000 active; AID 651687;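 active = every replicate shows inhibition of at least 40%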;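 also: 0% = neutral control wells and 100% = positive control wells; some results beyond the cut were filed as inactive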
PAX8 inh HTS: inhibitors of PAX8 transcriptional activity in RMG-I cells; RMG-I TPO-luciferase reporter, SteadyGlo, 24 h; inhibition, % at 12.6 µM; 1.2% of 360,000 active;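 active = mean replicate inhibition at least 60% with every replicate also reaching 60%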;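 also: luciferase light reporting Pax8 driven TPO promoter activity; plate controls were median of neutral control wells for no effect and mitoxantrone controls for full effect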
LGR2 inh: Drosophila LGR2 receptor signaling inhibition. HEK293 LGR2, CRE-luciferase, bursicon-stimulated, 4 h. inhibition, % at 9.99 µM. 0.35% of 380,000 active;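 active = drop in luminescence signal, shown as inhibition above about 50% in the replicate tests, limit read from the data, passing the limit was not always enough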;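 also: agonist challenge used bursicon conditioned medium at about half maximal strength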
Starred values were filed as active, the others as inactive; . = no result given; [ ] = dose if it differs, or a comment.

SMILES | Cneo AK release | FN deposit inh | EWS-Fli block | miR-122 sensor | CASP6 VEID inh | PGC1a acetyl inh | PAX8 inh HTS | LGR2 inh
O=C(Nc1ccc(S(=O)(=O)Nc2ncccn2)cc1)c1nn(Cc2ccccc2)c(=O)c2ccccc12 | 7 | 6 | 15 | 16 | -1 | 2 | -3 | -7
CCCN(C)C[C@@H]1Oc2cc(-c3ccc(OC)cc3)ccc2S(=O)(=O)N([C@H](C)CO)C[C@@H]1C | 12 | -20 | 7 | -9[16.7 µM] | -1 | -6 | . | -9
O=C(COc1ccccc1)NC(=S)Nc1ccc2c(c1)Cc1ccccc1-2 | . | -5 | 10 | . | -2 | . | -16 | -8
O=C(NC(=O)c1ccccc1)Nc1ccc(Cl)cn1 | 2 | 1 | . | . | 0 | . | -190 | -51
CC[C@@H](C)C(NC(=O)OC(C)(C)C)c1cn([C@@H](CCCCNC(=O)OC(C)(C)C)C(=O)N2CCN(C(=O)OC(C)(C)C)CC2)nn1 (some centres not stated) | 1 | -5 | 14 | 0 | -4 | -8 | 5 | .
O=C(C[C@@H]1CC[C@@H](NS(=O)(=O)c2ccccc2)[C@@H](CO)O1)N1CCN(c2ccccc2)CC1 | . | . | . | . | -1 | -2 | -24 | -6
COc1ccc2oc(=Nc3cc(F)ccc3F)c(C(N)=O)cc2c1 | . | -4 | 9 | . | 0 | 6 | -15 | -33
CCOC(=O)C1(C(=O)OCC)C(c2ccccc2)CC(O)N1C(C)=O (configuration not stated) | 0 | 4 | 7 | -1 | 1 | -4 | 2 | .
COC(=O)c1ccc(C(=O)OC)c(NC(=S)N2CCN(c3ccccc3F)CC2)c1 | -2 | . | . | -3 | . | 9 | . | 17
NS(=O)(=O)c1ccc(CCNC(=O)/C=C/c2ccc(S(=O)(=O)N3CCOCC3)cc2)cc1 | 2 | -3 | -1 | 0 | 0 | 3 | 7 | -2
Cc1noc(C)c1S(=O)(=O)Nc1ccc2c(c1)C(=O)N([C@H](C)CO)C[C@H](C)[C@H](CN(C)C(=O)Nc1ccc3c(c1)OCO3)OCCCC[C@@H](C)O2 | -5 | . | -4 | 5[16.7 µM] | -2 | 9 | . | 20
COc1ccc(CCNC(=O)c2cc3c(=O)n4cccc(C)c4nc3n(CC3CCCO3)c2=N)cc1 (configuration not stated) | 1 | 2 | 2 | -3 | 4 | -23 | -20 | 3
CC(Oc1ccc(Br)cc1)C(=O)NNC(=O)CCN1CCN(c2ccccc2)CC1 (configuration not stated) | -1 | -2 | 4 | . | -4 | . | . | -15
Cc1cc(C(=O)NNC(=O)c2ccc(S(=O)(=O)N(C)C)cc2)c(C)o1 | . | . | 74* | 0 | 1 | . | 19 | 15
COc1cccc(N2CCN(c3ccc4nnc(CCC(=O)Nc5ccc(OC)c(OC)c5)n4n3)CC2)c1 | 0 | 1 | . | 4 | -1 | 9 | 7 | -5
Cc1cc(S(=O)(=O)NCc2ccccc2)ccc1OCC(=O)NCc1ccncc1 | -1 | 0 | . | 23 | -6 | 4 | 5 | -1
COc1ccc(N(CC(=O)N2CC=C(c3ccccc3)CC2)S(=O)(=O)c2c(C)noc2C)cc1 | 0 | 4 | -4 | -7 | 0 | 28 | 3 | -16
Cc1ccc(NC(=S)NCc2ccccc2)cc1[N+](=O)[O-] | . | 4 | 6 | . | 2 | . | -2 | 5
Cc1ccc(S(=O)(=O)N(CC(=O)N2CCOCC2)c2ccc(Br)cc2)cc1 | -2 | -15 | -5 | . | 6 | . | 1 | -2
COc1ccc(NC(=O)CCNC(=O)C2CCN(S(=O)(=O)c3ccc(F)cc3)CC2)cc1OC | 6 | -4 | 4 | -3 | -2 | -15 | -37 | -6
O=C(CSc1nc2c(c(=O)n1-c1ccc(F)cc1)SCC2)Nc1ccc2c(c1)OCO2 | 1 | 1 | . | 10 | . | 0 | . | .
Cc1cccc(C(=O)Nc2ccc(Oc3cnccn3)cc2)c1 | -1 | -4 | -72 | -8 | 3 | -6 | -54 | -23
C[C@@H]1CN([C@@H](C)CO)S(=O)(=O)c2ccc(/C=C/c3ccccc3)cc2O[C@H]1CN(C)C(=O)C1CC1 | 1 | -14 | 4 | 8[16.7 µM] | 2 | -3 | . | -22
Cc1ccsc1C(=O)N1CCC1(C)C(=O)Nc1cccc(C#N)c1 (configuration not stated) | 18 | 9 | -2 | -2 | -1 | . | -2 | 0
C[C@@H]1CN([C@H](C)CO)C(=O)CCCn2nncc2CO[C@@H]1CN(C)C(=O)CCCN(C)C | 7 | -10 | -13 | -3[16.7 µM] | -2 | -6 | . | -7
COc1ccc(C(=O)Nc2cc(Cl)ccc2C(=O)O)cc1 | . | . | -104 | . | 3 | . | -11 | -48
COC(=O)c1ccc(NC(=O)C2CCN(C(=O)c3cc(OC)c(OC)c(OC)c3)CC2)cc1 | -2 | 7 | . | -5 | 1 | -7 | 19 | 6
Cc1occc1C(=O)NNC(=O)Nc1ccc(F)cc1F | 2 | -7 | . | -4 | . | . | -3 | -11
Cc1nc2sc(C(c3ccc(F)cc3)N3CCN(C(=O)c4ccco4)CC3)c(O)n2n1 (configuration not stated) | . | 7 | . | -3 | . | 2 | 14 | -6
O=C(Nc1ccc(F)cc1)N[C@H]1C=C[C@@H](CC(=O)N2CCCCC2)O[C@@H]1CO | -5 | 0 | 6 | . | 1 | -7 | -4 | 38

2 entries picked at random from those above:
SMILES | Cneo AK release | FN deposit inh | EWS-Fli block | miR-122 sensor | CASP6 VEID inh | PGC1a acetyl inh | PAX8 inh HTS | LGR2 inh
COC(=O)c1ccc(NC(=O)C2CCN(C(=O)c3cc(OC)c(OC)c(OC)c3)CC2)cc1 | -2 | 7 | . | -5 | 1 | -7 | 19 | 6
O=C(Nc1ccc(F)cc1)N[C@H]1C=C[C@@H](CC(=O)N2CCCCC2)O[C@@H]1CO | -5 | 0 | 6 | . | 1 | -7 | -4 | 38

The results go on.
SMILES | Cneo AK release | FN deposit inh | EWS-Fli block | miR-122 sensor | CASP6 VEID inh | PGC1a acetyl inh | PAX8 inh HTS | LGR2 inh
C[C@@H]1CN([C@H](C)CO)C(=O)c2cc(NC(=O)CCCN(C)C)ccc2O[C@@H](C)CCCCO[C@@H]1CN(C)Cc1ccc(C(=O)O)cc1 | . | . | . | . | 8 | 9 | -20 | -4
O=C(NCCCn1ncc2ccccc21)c1cc(COc2c(F)cccc2F)on1 | -3 | -4 | -5 | 8 | 4 | . | -7 | 15
O=C(COc1ccc2c(c1)OCO2)Nc1ccc2c(c1)oc1ccccc12 | -1 | . | . | 1 | . | 7 | . | -6
c1ccc(-c2ccc3ncccc3n2)cc1 | -3 | 4 | -101 | -5 | 2 | -16 | -206 | -34
C[C@@H]1CCCCO[C@@H](CN(C)Cc2ccccc2)[C@@H](C)CN([C@H](C)CO)C(=O)c2cc(NS(=O)(=O)c3cn(C)cn3)ccc2O1 | -24 | -18 | -21 | 8[16.7 µM] | -3 | -4 | -8 | -6
CCc1cc2c(=O)n(CC(=O)NCCc3ccc(OC)c(OC)c3)cnc2s1 | . | 3 | 3 | 2 | -3 | 4 | -1 | 2
O=S(=O)(NCCN1CCN(S(=O)(=O)c2ccccc2F)CC1)c1ccccc1F | 1 | -9 | 15 | -9 | -138 | -6 | 4 | 3
N#Cc1cccc(-c2ccc([C@@H]3[C@@H](CO)N4CCCCN(C(=O)Nc5ccccc5)C[C@@H]34)cc2)c1 | 3 | . | 23 | -2[16.7 µM] | 1 | -14 | 5 | 2
C[C@@H]1CN([C@@H](C)CO)C(=O)c2cc(NC(=O)CCCCCC(=O)Nc3ccccc3N)ccc2O[C@H]1CN(C)C(=O)Nc1cccc2ccccc12 | . | . | -3 | . | -1 | -4 | -17 | -22
Cc1ccc(N(CC(=O)NCC2CCCO2)C(=O)Cn2nnc(-c3cccs3)n2)cc1 (configuration not stated) | 0 | -12 | 9 | -1 | -1 | 2 | 7 | 23
Cc1ccc(OCC(=O)Nc2sc3c(c2C#N)CC(C)(C)NC3(C)C)cc1 | . | 26 | -16 | . | 1 | -26 | -12 | 41
COc1cc(/C=N/NC(=O)C(=O)NCc2ccco2)cc(Br)c1O | . | 3 | 0 | . | -2 | 4 | 0 | -18
O=C(C[C@@H]1C=C[C@H](NS(=O)(=O)c2ccccc2F)[C@H](CO)O1)NCCCN1CCOCC1 | 1 | -4 | . | . | -1 | 2 | . | -1
C[C@H]1CN([C@@H](C)CO)C(=O)Cc2cc(NC(=O)Cc3cn(C)c4ccccc34)ccc2O[C@@H]1CN(C)CC1CC1 | -1 | . | 7 | -1[16.7 µM] | . | -3 | . | -4
CC(O)Cc1nsc(NC(=O)c2cccs2)n1 (configuration not stated) | -1 | . | -11 | 5 | 0 | 4 | -24 | 3
CC1C(=O)N2CCCc3cc(S(=O)(=O)N(C)Cc4ccccc4)cc1c32 (configuration not stated) | -18 | -10 | 2 | 15 | -3 | -17 | 15 | -2
CCN1CCN(S(=O)(=O)c2ccc(Cl)c(C(=O)N(C)C3CCCCC3)c2)CC1 | 0 | 3 | -1 | -2 | -227 | 6 | 4 | -19
CCCCOc1cc(NCc2ccccc2)c2ncn(C(C)C)c2c1 | 16 | -4 | 11 | . | 5 | . | 19 | 68*
COC(=O)C1=CN(c2ccc(OC)cc2)C(N)=C(C#N)C1c1ccccc1F (configuration not stated) | . | . | 43 | . | -3 | . | 18 | -25
CCC(=O)N1C[C@@H](C)[C@@H](OC)CN(C)C(=O)c2ccc(NC(=O)c3cc(C)on3)cc2OC[C@H]1C | -2 | -5 | -3 | -11[16.7 µM] | . | 3 | 6 | -2
Cc1ccc(NC(=O)COc2coc(CN3CCN(c4ccccc4)CC3)cc2=O)cc1 | -1 | -2 | 11 | . | 5 | -21 | -2 | 6
Cc1cccc(NC(=O)CCNS(=O)(=O)c2cccc3nonc23)c1C | . | -1 | 2 | . | -3 | 10 | 13 | 12
CC(=O)c1ccccc1OCCCOc1cccc2cccnc12 | -1 | -5 | -35 | -2 | -1 | -10 | -43 | -31
Cc1ccc(NC(=O)C2CCN(S(=O)(=O)c3cccc(C(F)(F)F)c3)CC2)nc1 | 3 | 4 | 3 | -5 | 2 | -7 | 17 | 0
Nc1c(C(=O)c2ccc(Cl)cc2)sc2c1c(=O)[nH]c(=O)n2-c1ccccc1 | 2 | . | . | -4 | . | . | 13 | 0
CCCCn1c(N)c(N(CCOC)C(=O)c2cnc(C)cn2)c(=O)[nH]c1=O | 0 | -1 | 1 | . | 1 | . | -8 | 13
O=C(C[C@H]1C=C[C@H](NS(=O)(=O)c2ccccc2)[C@H](CO)O1)NCc1ccccc1F | -1 | . | -3 | . | 1 | 3 | -1 | 18
CCC(c1nnnn1CS(=O)(=O)c1ccc(C)cc1)N1CCC(C(N)=O)CC1 (configuration not stated) | 0 | 4 | 0 | 13 | -1 | 3 | 2 | 4
Cc1cc(Br)ccc1OCc1nnc(-c2ccccc2)o1 | -1 | 6 | -88 | 0 | 2 | -1 | -78 | -84
COC(=O)c1ccc(Cl)c(S(=O)(=O)N2CCCC2)c1 | . | 2 | -1 | -1 | 0 | -7 | 16 | .
C[C@H]1CN([C@@H](C)CO)C(=O)c2c(c3ccccc3n2C)-c2ccccc2CO[C@@H]1CN(C)S(=O)(=O)c1cn(C)cn1 | 0 | -5 | -1 | . | 3 | -9 | 12 | 21
COc1ccccc1C#Cc1ccc2c(c1)O[C@H](CN(C)Cc1ccncc1)[C@@H](C)CN([C@@H](C)CO)S2(=O)=O | 3 | . | 14 | -3[16.7 µM] | 1 | -6 | 93* | 29

Entries above shown as hits in LGR2 inh.
compound | miR-122 sensor | CASP6 VEID inh | PGC1a acetyl inh | LGR2 inh
CCCCOc1cc(NCc2ccccc2)c2ncn(C(C)C)c2c1 | . | 5 | . | 68*

Screening results: PubChem BioAssay, Broad Institute
